Compound activity: PubChem BioAssay, National Center for Advancing Translational Sciences (NCATS)
Mito fusion act – blocks mitochondrial division or promotes mitochondrial fusion; hit rate 0.23% among 320,000; AID 485298; S. cerevisiae fusion-defective mutant growth rescue, CellTiterGlo 48 h; Potency, µM (series often up to 46.1 µM), for the others: top-dose growth rescue (activation), hits mostly activators;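 note: potency is the fitted concentration of half-maximal effect; % of control where 0% means no effect; nearly all actives have a fitted effect of over 45% in size; temperature-sensitive fusion mutants such as fzo1-1 at 37 °C on non-fermentable ethanol glycerol medium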
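Luminescent cell viability in 1536-well qHTS format served as the measure of rescued growth in ts fusion-mutant S. cerevisiae cultured on non-fermentable YPEG for 48 hours at 37C.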
Chronic BCR inh – inhibitors of chronic active B-cell receptor signaling; ABC-DLBCL IkBa-CBG/CBR reporter, luminescence ratio, 4 h; Potency, µM (highest dose often 46.1 µM), for the others: at the highest dose ratio change, negative = lower green/red ratio, usual class: inhibitors; hit rate 0.05% among 340,000; active = well fitted inhibition curve with a large enough effect in the signal ratio, with a control signal flat, not every such curve was filed as active; inconclusive = small, poorly fitted or top-dose-only effect, or effect the other way, or a change in a side signal; the % refers to the signal ratio;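 note: potency is the fitted concentration of half-maximal effect; plate controls were basal doxycycline-induced cells for no effect and cells given 10 µM MG132 for full effect; MG132 reads +100%, hits lower the ratio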
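Compounds up to 46 uM were incubated four hours with TMD8 cells whose green CBG68 luciferase is fused to IkappaBalpha; red CBR luminescence normalised the signal, and concentration-effect curves were fitted to fusion, red and ratio data.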
Eya2 phos inh – blocks the phosphatase activity of human Eya2; recombinant Eya2, OMFP fluorescence dephosphorylation (OMFP is methylfluorescein phosphate); AID 488837; Potency, µM (top dose mostly 76.9 µM), for the others: top-dose activity, negative = inhibition, usual class: inhibitors; O00167; hit rate 0.006% among 330,000; note: potency is the fitted concentration of half-maximal effect; % is set by controls: 0 for no effect and ±100 for the full control effect
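Eya2 protein (added as 0.2 uM solution) was preincubated with compound for 10 min at ambient temperature in 50 mM HEPES pH 7.5, 50 mM NaCl, 5 uM MgCl2, 0.05% BSA, 1 mM DTT. OMFP (added at 50 uM) then reacted 10 min; fluorescence read at 485/525 nm.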
A-T KAP1 phos – candidate therapy for ataxia-telangiectasia | […] A-T fibroblasts, KAP-1 phosphorylation AlphaLISA; neocarzinostatin DNA damage 30 min before lysis | Potency, µM (doses to about 57.5 µM), without a hit: at the highest dose activation, actives largely listed as activators | AID 485349 | hit rate 0.19% among 320,000; note: potency is the fitted concentration of half-maximal effect; % of control where 0% means no effect; nearly all actives have a fitted effect of over 45% in size
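ATM-like activity read as KAP-1 phosphorylation via AlphaLISA donor/acceptor antibody pairs after lysis and 6 hr at 25C. Cells were ATM-null patient fibroblasts ([…], hTERT), dosed 60 min, then exposed to the DSB inducer NCS for 30 min.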
TSHR antagonist – antagonists of human thyroid stimulating hormone receptor; activity change, negative = inhibition, % at 11.5 µM; TSHR-expressing cells, TSH-stimulated cAMP HTRF, 2 h; active compounds read low; P16473; hit rate 0.2% among 330,000; AID 504810;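 active = activity change below a set negative limit, meaning inhibition stronger than a set level, cut at about -70% in these data; inconclusive = activity change between two set negative limits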; note: % is set by controls: 0 for no effect and ±100 for the full control effect
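Antagonism was scored as loss of TSH-driven cAMP in TSHR cells, stimulated with 4nM TSH (EC80) for 2 hours at 37 deg C and detected by homogeneous HTRF competition immunoassay.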
Tb PFK block – inhibitors of T. brucei phosphofructokinase; AID 485367; O15648; T. brucei PFK, ADP-Glo luminescence; Potency, µM (series often up to 57.5 µM), for the others: top-dose activity, negative = inhibition, usual class: inhibitors; hit rate 0.17% among 330,000;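 note: potency is the fitted concentration of half-maximal effect; 0% = uninhibited 1x PFK enzyme wells and -100% = no-enzyme wells; nearly all actives have a fitted effect of over 60% in size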
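ADP-Glo luminescence quantified ADP after 45 min at room temperature, with 1.25 nM T. brucei PFK, 0.1 mM ATP and 0.5 mM fructose-6-phosphate in pH 8.0 TEA buffer. qHTS titrations up to 57 µM; curves classified by quality.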
TCR activator – activators of T cell receptors | primary human leukocytes, anti-CD3, IL-2 HTRF, 48 h | Potency, µM (titrated, usually from 9.22 µM), inactives show at the highest dose activation of IL-2 secretion, hits mostly activators | 330,000 tested, under 10 active; note: % of control where 0% means no effect
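IL-2 produced over 48 hr by a-CD3 bead-stimulated primary human leukocytes exposed to compounds was detected with a homogeneous time-resolved FRET immunoassay, 665nm acceptor signal after 320nm excitation.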
ELG1 DNA repair – blocks ELG1-dependent DNA repair in HEK293T cells; HEK293T ELG1-luciferase reporter, luminescence, 16 h; DNA damage induced by 5-fluorouridine; Potency, µM (highest dose often 46.1 µM), for inactives: at the top dose activity change, negative = inhibition, usual class: inhibitors; hit rate 2.3% among 330,000; note: potency is the fitted concentration of half-maximal effect; % is set by controls: 0 for no effect and ±100 for the full control effect; nearly all actives have a fitted effect of over 55% in size
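Overnight (16 hr) co-exposure of 2,000 cells/well to 5-fluorouridine and compound at 37 °C preceded detection. Luciferase was quantified via ONE-Glo luminescence; loss of signal denotes inhibition.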
Integrin act MD – integrin-mediated muscular dystrophy alleviation activation. hit rate 0.064% among 350,000. Potency, µM (titrated, usually from 38.3 µM), for inactives: at the top dose activation, hits mostly activators. alpha7betagal myoblasts, beta-gal FDG fluorescence, 48 h;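 note: potency is the fitted concentration of half-maximal effect; 100% = response of the positive control SU9516; nearly all actives have a fitted effect of over 60% in size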
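alpha7betagal+/- myoblasts (passage 13, 250/well) treated 48 h at 37C with compounds at 1:260 dilution of DMSO stock. Lysed, then beta-galactosidase activity read as FDG fluorescence (ex 480/em 540) after 30 min, with pre-read for autofluorescence.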
TSG101-PTAP inh – blocks PTAP/TSG101 interaction to inhibit HIV-1 budding; Fluorescence polarization, FITC-PTAP peptide / Tsg101 binding; AID 493005; 340,000 tested, under 10 active; Potency, µM (top dose mostly 115 µM), for inactives: at the top dose activity change, negative = inhibition, usual class: inhibitors; active = well fitted inhibition curve with a large enough effect in the main read-out, with a control signal flat, not every such curve was filed as active; inconclusive = small, poorly fitted or top-dose-only effect, or effect the other way, or a change in a side signal; inactive = no such curve, though single readings can be large or run the other way; note: potency is the fitted concentration of half-maximal effect; % of control where 0% means no effect
Target sequence (Q99816 whole entry, looked up): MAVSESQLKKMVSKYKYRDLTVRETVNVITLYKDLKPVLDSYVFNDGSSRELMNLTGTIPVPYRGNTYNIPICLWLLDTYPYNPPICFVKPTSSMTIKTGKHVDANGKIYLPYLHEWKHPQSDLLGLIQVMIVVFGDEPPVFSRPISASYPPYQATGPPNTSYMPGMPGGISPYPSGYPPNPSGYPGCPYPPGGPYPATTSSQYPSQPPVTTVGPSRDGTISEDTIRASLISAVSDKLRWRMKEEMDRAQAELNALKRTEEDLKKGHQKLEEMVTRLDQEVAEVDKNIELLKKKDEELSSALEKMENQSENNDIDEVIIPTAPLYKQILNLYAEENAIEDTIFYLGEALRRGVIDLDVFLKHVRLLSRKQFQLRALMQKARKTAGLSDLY
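Tsg101 binding domain (10 uM final) was mixed with compound and a FITC-labeled PTAP peptide (50 nM final) in HEPES pH 7.5 buffer with NaCl, Tween 20, EDTA and TCEP; fluorescence polarization was read after 20 min at r.t.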
S-ASM inh – blocks human secretory acid sphingomyelinase | P17405 | placental ASM, HMU-PC fluorogenic substrate, 60 min | Potency, µM (titrated, usually from 57.5 µM), for the others: at the top dose activity change, negative = inhibition, most hits filed as inhibitors | hit rate 0.006% among 340,000 | AID 504937; note: potency is the fitted concentration of half-maximal effect
Target sequence (P17405 47-631 limits assumed): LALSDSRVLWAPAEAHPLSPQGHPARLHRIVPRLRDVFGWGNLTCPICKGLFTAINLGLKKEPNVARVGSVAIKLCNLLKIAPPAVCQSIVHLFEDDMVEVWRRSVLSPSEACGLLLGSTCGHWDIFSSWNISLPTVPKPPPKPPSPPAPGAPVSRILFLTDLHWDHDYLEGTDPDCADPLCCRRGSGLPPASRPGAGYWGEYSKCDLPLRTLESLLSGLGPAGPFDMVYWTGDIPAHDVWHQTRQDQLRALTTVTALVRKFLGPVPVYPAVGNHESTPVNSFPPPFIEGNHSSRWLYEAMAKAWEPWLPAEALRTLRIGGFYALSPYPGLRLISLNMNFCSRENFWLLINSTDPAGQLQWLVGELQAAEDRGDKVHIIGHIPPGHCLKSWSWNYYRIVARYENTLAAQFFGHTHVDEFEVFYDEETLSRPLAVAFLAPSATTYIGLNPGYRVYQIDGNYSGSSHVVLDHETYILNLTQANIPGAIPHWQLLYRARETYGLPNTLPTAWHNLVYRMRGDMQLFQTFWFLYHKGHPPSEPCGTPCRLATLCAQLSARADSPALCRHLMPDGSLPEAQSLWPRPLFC
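Steps: dispense placental human ASM, pin compound, wait 10 min at room temperature, add HMU-PC0 substrate at 9 uM final, incubate 60 min at 37 °C, add stop solution raising pH to 10, read fluorescence.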
* hit, by the source's call; i = inactive; ? = inconclusive; · = no result given; [ ] = remark or other dose. Unless noted, calls come from the whole dose curve; as a rule, active = well fitted curve in the direction sought with a large enough effect; inconclusive = small, poorly fitted or top-dose-only effect, or another doubt; inactive = no such curve, though single readings can be large; an effect the other way counts as inactive or inconclusive.

Compound	Mito fusion act	Chronic BCR inh	Eya2 phos inh	A-T KAP1 phos	TSHR antagonist	Tb PFK block	TCR activator	ELG1 DNA repair	Integrin act MD	TSG101-PTAP inh	S-ASM inh
Cc1ccc(C(=O)/C=C\NCc2ccccc2)cc1	·	3%	-1%	1%	19	-1%	-4%[46.1 µM]	?	28%	-1%	2%
COc1ccc(OCCCC(=O)N(C)CC(=O)Nc2ccccc2Cl)cc1	4%	0%	-4%	-8%	0	5%	1%	6%	9%	·	-3%
O=C(CSc1cc([N+](=O)[O-])cc(S(=O)(=O)Cc2ccccc2)c1)NC1CC1	0%	2%	0%	12%	-2	-6%	0%[46.1 µM]	3%	0%	-1%	-3%
CCc1cc(C(=O)N2CCCC(CCC(=O)NCc3cccc(OC)c3)C2)no1 (stereo not given)	6%	-3%	-4%	4%	-1	-3%	-5%	-4%	-13%	-2%	-2%
CS(=O)(=O)N(CC(=O)NCc1ccco1)c1cc(C(F)(F)F)ccc1Cl	-11%	4%	1%	4%	0	0%	-7%	0%	0%	-5%	-2%
Cc1ccc(C)c(Cn2nnc3c(=O)[nH]c(C4CCCN(C(=O)CC(C)C)C4)nc32)c1 (stereo not given)	-2%	12%	-1%	0%	-8	1%	6%	-1%	31%	-2%	-3%
O=C(Nc1nccs1)c1ccc(-c2cccc([N+](=O)[O-])c2)o1	3%	?	5%	-2%	-2	3%	11%	?	0%	-1%	-4%
COc1ccc(N2C(=O)CC2(/C=C/c2ccccc2OC)C(=O)NC2CCCC2)cc1 (stereo not given)	20%	8%	-7%	·	2	-5%	2%[46.1 µM]	-23%	-4%	-1%	-5%
CCN(CC)S(=O)(=O)c1ccc(C(=O)OCn2nnc3ccccc3c2=O)cc1	9%	-2%	-36%	-7%	-8	-4%	12%	0%	-1%	-1%	-11%
O=C1CCC(=O)N1CN(C(=O)c1ccco1)c1ccccc1	0%	0%	-3%	2%	6	-1%	4%	11%	-15%	-2%	1%
COc1ccc(NC(=O)CSc2nccn2Cc2ccccc2)c(OC)c1	-1%	?	7%	-4%	33	1%	0%	?	1%	0%	-1%
COC(=O)c1ccc(OC(=O)c2ccc(OCc3c(C)noc3C)c(OC)c2)cc1	1%	-1%	-7%	14%	1	-4%	·	11%	·	·	·
COCCNC(=S)N1CCC(NC(=O)c2ccco2)CC1	6%	1%	-26%	2%[11.5 µM]	-5	1%	0%	11%	28%	-9%	2%
C/C(=N\NC(=O)c1ccco1)c1cccc2ccccc12	4%	-9%	-2%	-8%	-6	0%	1%	30%	12%	-6%	0%
COc1cccc(Oc2ccc(N)cc2)c1	9%	-7%	13%	-5%	2	-4%	4%	?	-1%	-3%	3%
COc1ccc(OC)c(NC(=O)CCN2CCN(Cc3ccccc3)CC2)c1	9%	-1%	-1%	5%	-4	-2%	3%	-5%	6%	-4%	3%
O=C(NCCCN1CCOCC1)C1CCN(S(=O)(=O)c2cccc(Cl)c2Cl)CC1	-1%	22%	14%	1%	7	2%	2%	10%	-16%	-2%	1%
COc1ccc(NC(=O)CN(C)C(=O)CCSc2ccc(F)cc2)cc1	0%	0%	18%	-1%	1	2%	9%	-27%	12%	-7%	1%
Cc1ccc[n+](CC(=O)Nc2cccc([N+](=O)[O-])c2)c1	0%	-2%	-16%	-4%	-2	2%	7%	5%	18%	-1%	-4%
COc1ccc(N(C(C)=O)c2nc3ccccc3[nH]2)cc1	-4%	0%	-8%	8%	5	-2%	-1%	7%	20%	0%	2%
O=c1c2cc(Br)ccc2nc(-c2cccc(Cl)c2)n1O	4%	?	2%	-2%	-5	-1%	-1%	18µM*	-17%	-10%	4%
COc1ccc(C2(c3ccc(OC)cc3)NC(=O)N(CC(=O)Nc3ccc(C(=O)N(C)C)cc3)C2=O)cc1	-1%	0%	-6%	8%	15	-1%	0%	-9%	0%	-3%	-7%
CCSc1nnc(NC(=O)COc2ccc(Cl)cc2)s1	-2%	2%	-9%	-3%	1	0%	4%	22%	-3%	0%	-3%
Fc1ccc2cnc(-c3ccccc3)c(-c3cccc(C(F)(F)F)c3)c2c1	18%	?	-26%	25%	-24	-9%	-6%	20%	-10%	-3%	-12%
CCOC(=O)CCCNC(=O)CCNC(=O)c1ccc(OC)cc1	-8%	6%	13%	4%	-2	5%	-1%	10%	4%	-10%	3%
CC(=O)c1cccc(CN2CCC(C(=O)Nc3cccc(-c4ccn[nH]4)c3)CC2)c1	-11%	?	2%	-11%	11	-2%	2%	?	26%	0%	4%
COc1ccc(/C=N/Nc2cc(C)nc(N3CCOCC3)n2)cc1OC	-4%	-24%	7%	31%	-9	3%	5%	3%	-9%	-1%	-1%
O=C(NC(=S)Nc1ccccc1O)c1cccnc1	3%	12%	3%	-5%	-2	1%	-7%	0%	-11%	3%	-5%
O=S(=O)(CCN1C=CC(C(F)(F)F)=NCC1)c1ccc(F)cc1	-3%	?	-10%	5%	-2	2%	-4%	5%	-20%	2%	6%
O=C(N1CCOCC1)N1CCN(S(=O)(=O)c2cccc([N+](=O)[O-])c2)CC1	3%	-12%	-5%	-1%	17	1%	-2%	19%	-25%	-7%	0%
COc1ccc(S(=O)(=O)NCC2CCCN(C(=O)CN3CCCCC3)C2)cc1 (stereo not given)	3%	?	-3%	3%	4	-5%	1%	0%	3%	-4%	0%
Cc1ccc2oc(=O)n(CC(=O)c3ccc(F)cc3)c2c1	14%	-3%	5%	5%	-1	-9%	9%	-3%	8%	2%	-1%
O=C(COc1ccc(S(=O)(=O)N2CCOCC2)cc1)NCCCn1ccnc1	5%	-1%	3%	-3%	3	2%	2%	11%	-21%	-1%	5%
O=C(NC1CC1)C1CC(=O)N(c2ccc(F)cc2)C1 (stereo not given)	-4%	-1%	-11%	16%	?	0%	-4%	-1%	7%	-5%	-2%[11.5 µM]
CN1C(=O)/C(=C2/C=CC=CN2C)OC1=S	0%	1%	18%	-3%	-11	0%	-3%	-3%	6%	-18%	-5%
COc1ccc(CCNC(=O)c2cc(-c3ccccc3OC)on2)cc1OC	-2%	?	7%	-1%	-17	6%	·	16µM*	-2%	·	-1%
O=C(CCN1C(=O)C2C3C=CC(C3)C2C1=O)Nc1ccc(F)cc1 (stereo not given)	-2%	0%	8%	4%	7	-1%	5%	2%	24%	0%	2%
Cc1ccc(NC(=O)CCn2nnc3ccccc32)cc1	-3%	?	7%	0%	-2	-4%	4%	?	0%	-5%	2%
CN1C(=O)/C(=C2\SC(=S)N(CCCCCC(=O)O)C2=O)c2ccccc21	-2%	?	-1%	-7%	3	-11%	2%	-13%	-48%[inhibitor]	-4%	-4%
O=c1ccc2cc(O)c(O)cc2o1	4%	-1%	0%	-6%	25	3%	-4%	2%	·	0%	i
CSc1cccc(N2CC(C(=O)Nc3ccccc3N3CCCC3)CC2=O)c1 (stereo not given)	7%	4%	10%	-4%	1	4%	3%	-21%	-9%	-3%	-1%
CCCCN(CC)S(=O)(=O)c1ccc(C(=O)Nc2nnc(COC)o2)cc1	-2%	-1%	3%	-5%	4	-5%	1%	-19%	-18%	-7%	-1%
